Screening data deposited in PubChem by University of Kansas High Throughput Screening Laboratory.
Pf apPOL block – Pf-apPOL DNA polymerase inhibition | AID 1794808 | 210,000 compounds, 0.25% hits | inhibition, % at 10 µM | Recombinant Pf-apPOL, molecular beacon fluorescence, 1.5 h
mHTT-CaM PPI inh – mHTT-calmodulin interaction abrogation. P42858. AlphaScreen His-mHTT/GST-CaM binding, luminescence. inhibition, % at 15 µM. 190,000 compounds, 3.6% hits. AID 1671202;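 note: 0% = both proteins with DMSO and 100% = one protein alone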
* marks the source's active call; other numbers are inactive results; i = inactive; . = no result given; & = joins results of further samples. Cut-off read from the data, not from the text of the source: active = inhibition above about 50%; inactive = the rest.

SMILES	Pf apPOL block	mHTT-CaM PPI inh
COc1cc(-c2[nH]nc3c2C(c2ccccc2Cl)C(C#N)=C(N)O3)cc(OC)c1OC (stereo not drawn)	36	21
COc1cc(C(=O)Nc2ccccc2NC(C)=O)cc(OC)c1OC	-7	3
COC(=O)COc1ccc2c(=O)c(-c3ccc(OC)c(OC)c3)coc2c1	-3	-1
Cc1ccc(NC(=O)C2CCCN(c3nccc(C)n3)C2)c(C)c1 (stereo not drawn)	-1	-1
COc1ccccc1OC(C)C(=O)Nc1sc2c(c1C(=O)NCC1CCCO1)CCCC2 (stereo not drawn)	-7	6
COc1cc(C2=N/C(=C\c3cccc(C(F)(F)F)c3)C(=O)O2)cc(OC)c1OC	0	1
CC(C)C(=O)Nc1ccc(N2CCCN(C(=O)c3cccc(Cl)c3)CC2)nc1	1	0
O=C1C=CC(=O)N1c1ccc(Oc2ccc(Oc3ccc(N4C(=O)C=CC4=O)cc3)cc2)cc1	-2	6
CCCCNC(=O)c1cc2c(n(-c3ccc(OC)cc3)c1=O)CC(C)(C)CC2=O	-8	2
O=C1c2ccccc2C(=O)c2c1oc1c3c(ccc21)OCN(C1CCCCC1)C3	27	84*
COc1ccc(-n2nc(C(=O)NCc3ccco3)c3ccccc3c2=O)c(OC)c1	0	0
Cc1ccc(N2CCN(C(=O)c3cccc(F)c3)C(C)C2=O)cc1Cl (stereo not drawn)	-3	0
O=C(O)c1ccc(N2C(=O)c3ccc(Oc4ccc([N+](=O)[O-])cc4[N+](=O)[O-])cc3C2=O)cc1	41	26
Brc1ccccc1-c1nnc2n1N=C(c1ccccc1)CS2	-4	31
CC1(C)C2CCC1(C)C(OCC(O)CN1CCN(c3cccc(Cl)c3)CC1)C2 (stereo not drawn)	-6	99*
CC1=C(C(=O)Nc2ccc(Cl)cc2)C(c2cccc(Br)c2)n2nnnc2N1 (stereo not drawn)	-4	14
Cc1nc2ccccc2c(C(=O)O)c1-c1ccccc1	-2	-2
COc1ccc(OC)c(-c2c(C)c3ccc(O)cc3oc2=O)c1	-11	2
COc1ccc(S(=O)(=O)N2CCSC2c2ccccc2Cl)cc1 (stereo not drawn)	4	-6
CN1C(=O)C(=O)C(=C(O)c2ccc(Br)cc2)C1c1ccccc1 (stereo not drawn)	2	-8

Brought forward from above: 5 entries, followed by the next part.
SMILES	Pf apPOL block	mHTT-CaM PPI inh
CC1=C(C(=O)Nc2ccc(Cl)cc2)C(c2cccc(Br)c2)n2nnnc2N1 (stereo not drawn)	-4	14
Cc1nc2ccccc2c(C(=O)O)c1-c1ccccc1	-2	-2
COc1ccc(OC)c(-c2c(C)c3ccc(O)cc3oc2=O)c1	-11	2
COc1ccc(S(=O)(=O)N2CCSC2c2ccccc2Cl)cc1 (stereo not drawn)	4	-6
CN1C(=O)C(=O)C(=C(O)c2ccc(Br)cc2)C1c1ccccc1 (stereo not drawn)	2	-8
CCCN1CCN(C(=O)C2CCN(c3nnc(-c4ccccc4)o3)CC2)CC1	-4	0
Cc1ccc(C(=O)Nc2nccn(-c3ccc4c(c3)CCC4)c2=O)cc1	1	-1
Cc1c(C(=O)Nc2cccc3nsnc23)nnn1-c1nc(-c2ccccc2)cs1	0	-15
CC1CCN(C2=NC(=O)/C(=C/c3ccccc3Cl)S2)CC1	-3	8
CC(C)Cn1c(C(=O)NCc2cccnc2)cc2sccc21	11	46
O=C(c1ccc(C(=O)N2CCc3ccccc3C2)cc1)N1CCc2ccccc2C1	4	-4
O=C(Cc1c(F)cccc1Cl)N1CCc2c(nc[nH]c2=O)C1	-6	-1
COc1ccc(-c2nc(-c3cccc([N+](=O)[O-])c3)no2)cc1OC	10	1
Cc1cc(C2CCCN2C(=O)c2c(Br)cnn2C)no1 (stereo not drawn)	-9	-7
O=C(c1cc2c(s1)CCC(C(=O)N1CCN(C3CCCCC3)CC1)C2)N1CCCC1 (stereo not drawn)	-8	11

Entries above containing fluorine, in the order listed:
SMILES	Pf apPOL block	mHTT-CaM PPI inh
COc1cc(C2=N/C(=C\c3cccc(C(F)(F)F)c3)C(=O)O2)cc(OC)c1OC	0	1
Cc1ccc(N2CCN(C(=O)c3cccc(F)c3)C(C)C2=O)cc1Cl (stereo not drawn)	-3	0
O=C(Cc1c(F)cccc1Cl)N1CCc2c(nc[nH]c2=O)C1	-6	-1

Further compounds.
SMILES	Pf apPOL block	mHTT-CaM PPI inh
COc1ccc(NC(=O)c2cnc3n(c2=O)CCS3)cc1	-6	-3
COc1ccc(OCC2CN(C(=O)c3ccccc3)CCO2)cc1 (stereo not drawn)	-4	-1
O=C(O)CSc1ccc(Cl)c(Cl)c1Cl	1	4
CC(C)(C)NC(=O)c1ccc(-c2nc(-c3ccccc3)no2)cc1	-4	-10
CCC1(CC)Cc2ccccc2C(N2CCOCC2)=N1	-6	-11
CC(C(=O)Nc1nc2c(s1)CCCC2)n1nc(-c2ccc(F)cc2)ccc1=O (stereo not drawn)	-1	88*
CN1CCN(c2ccc(-c3ccc(NC(=O)Nc4cccc(Cl)c4)cc3)nn2)CC1	-3	-12
Cc1ccc(OCC(=O)O/N=C(\N)c2ccccn2)cc1C	-4	i
O=C(NCCN1CCCCC1)C1CCN(c2cncnc2N2CCOCC2)CC1	-7	-7
O=C(NCc1ccco1)N1CC2CC(NS(=O)(=O)c3cccs3)C1C2 (stereo not drawn)	3	6

Molecules above with a furan ring, fused or not, in the order listed:
SMILES	Pf apPOL block	mHTT-CaM PPI inh
O=C1c2ccccc2C(=O)c2c1oc1c3c(ccc21)OCN(C1CCCCC1)C3	27	84*
COc1ccc(-n2nc(C(=O)NCc3ccco3)c3ccccc3c2=O)c(OC)c1	0	0
O=C(NCc1ccco1)N1CC2CC(NS(=O)(=O)c3cccs3)C1C2 (stereo not drawn)	3	6

(cont.)
SMILES	Pf apPOL block	mHTT-CaM PPI inh
CC(C)[C@H]1COCCS(=O)(=O)N1Cc1cccc(Cl)c1	-2	11
CN(C)c1oc(COc2ccc(Cl)cc2Cl)nc1S(=O)(=O)c1ccccc1	6	31
CCCc1[nH]nc2c1C(c1cccc(Cl)c1)C(C#N)=C(N)O2 (stereo not drawn)	-2	10
COc1ccc(Cl)cc1C(=O)N1CCc2c(nc3cc(-c4ccccc4)[nH]n3c2=O)C1	-6	41
COC(=O)c1ccc(C=C2Oc3cc(OCC(N)=O)ccc3C2=O)cc1	0	-2
Cc1ccc(NC(=O)CC2Sc3ccc(C(F)(F)F)cc3NC2=O)c(Br)c1 (stereo not drawn)	-3	0
CSCCC(NC(=O)c1ccc(C(F)(F)F)cc1)C(=O)NN=Cc1cccs1 (stereo not drawn)	-6	.
COc1cc(C2C3=C(CC(C)(C)CC3=O)N(C)C3=C2C(=O)CC(C)(C)C3)cc(Cl)c1OC	-10	23
Cc1nc2c(C(=O)NC3CCCC(C)C3C)cnn2c(C)c1Cc1ccccc1 (stereo not drawn)	-18	1
Cc1onc(-c2ccccc2Cl)c1C(=O)N1CCN(c2ccc([N+](=O)[O-])cc2)CC1	1	-12
COC(=O)C1CN(CC(C)C)CCS(=O)(=O)N1Cc1ccc(C(F)(F)F)cc1 (stereo not drawn)	-3	16
COc1ccc(C(=O)N2CCN=C2N2CCN(c3ccccc3F)CC2)cc1	-3	5
O=C1NC(=O)C2(COC(c3ccncc3)OC2)S1 (stereo not drawn)	2	4
CCOC(=S)SCc1ccccc1C(=O)Oc1c(Cl)cccc1Cl	-8	.
CC(C)(C)C(=O)N1CCCC2(CC(c3cccnc3)=CO2)C1 (stereo not drawn)	-6	-15
CCOc1c(Br)cc(/C=C2\C(=O)NN(c3ccc(F)c(Cl)c3)C2=O)cc1OC	1	81*
O=C1c2cccc([N+](=O)[O-])c2C(=O)N1CCOc1ccc(Cl)cc1	-5	17
CC1SC2(CCCCC2)N(c2ccc(Oc3ccccc3)cc2)C1=O (stereo not drawn)	-2	9
C=CCOc1ccc(C=Nc2ccc(OC)cc2)c(OCC=C)c1	-1	-8
C=CCNC(=O)c1cc(=O)[nH]c2c(C)cccc12	-5	-1
O=C(NCCc1ccccn1)C1CCc2nc(N3CCOCC3)ncc2C1 (stereo not drawn)	-8	-8
CCc1ccc(CNC(=O)C2CCN(c3cc(N4CCOCC4)ncn3)CC2)cc1	4	6
CS(=O)(=O)CS(=O)(=O)C1=C(N2CCOCC2)C2CCN1CC2	3	-7
O=C(Cc1ccccc1)NCCCc1ccccc1	-1	-15
CCc1oc2cc(OC(C)C)ccc2c(=O)c1-c1ccc2c(c1)OCCO2	-6	6
O=C(O)c1ccc(S(=O)(=O)c2ccccc2)cc1	-10	4
Cc1oc(C2CCN(C(=O)c3ccc(F)c(Cl)c3)CC2)nc1C(=O)N(C)C	0	2
CCNC(=O)N1CCCC(c2cccc(C(=O)NCc3ccc(F)cc3F)c2)C1 (stereo not drawn)	-8	-10
O=C(O)Cc1ccc(NC(=O)CSc2ccccc2)cc1	-1	1
Fc1ccccc1CSc1nc(NCc2ccco2)c2ccccc2n1	-5	19
O=C(NC1CC2CC1CN2C(=O)c1ccc2c(c1)OCO2)c1ccccc1 (stereo not drawn)	-3	1
COc1cc(Br)c(S(=O)(=O)N2CCN(c3ccc(C)c(C)c3)CC2)cc1OC	1	53*
O=C1c2ccccc2NC(c2cccc(F)c2)N1c1ccc(F)cc1 (stereo not drawn)	-3	-8
CCOc1cc(C2Nc3ccccc3-c3nnc(SC)nc3O2)ccc1O (stereo not drawn)	4	-1
CC(=O)c1ccc2c(c1)OCCOCCOc1ccc(C(C)=O)cc1OCCOCCO2	2	2
O=C(CN(Cc1ccccc1)S(=O)(=O)c1cc(Cl)ccc1Cl)N1CCCCCC1	-3	-7
COc1ccc(C2CC(c3ccc(Br)cc3)Nc3nnnn32)cc1OC (stereo not drawn)	-9	32
COC(=O)CCSCC(=O)Nc1nnc(C)s1	9	-3
CC(=O)N1CCN(c2nc3c(s2)CC(C(=O)Nc2ccc4c(c2)CCC4)CC3)CC1 (stereo not drawn)	-10	2
Cc1cc(OC(=O)c2cc3ccccc3oc2=O)c([N+](=O)[O-])c(=O)[nH]1	2	-9
COCCN1CCC(N2CCCN(C(=O)c3cccc(N(C)C)c3)CC2)C1=O (stereo not drawn)	2	15
CCc1cc(=O)[nH]c(SCC(=O)N2CCN(c3ccccc3)CC2)n1	-6	-15
CCn1cc(CNC(=O)c2cc(-c3cccc(C)c3)nc3ccccc23)cn1	-8	26
Cc1cccc(N2CC(C(=O)NCc3ccccn3)CC2=O)c1 (stereo not drawn)	-14	61*
Cn1ccc2cc(CCC(=O)NCc3ccccn3)ccc21	-1	20
CC(=O)Nc1ccc(S[C@@H](CCN2CC[C@H](O)CCC2=O)c2ccccc2)cc1	0	8
COC(=O)c1ccc2c(c1)N(C)S(=O)(=O)CC2=O	-8	.
O=C(NCc1csc(-c2ccccc2)n1)C1CCN(S(=O)(=O)c2cccs2)CC1	-8	1
CCN(CC)C(=O)CN(c1cc(C(F)(F)F)ccc1Cl)S(C)(=O)=O	-7	-5
CCSc1sc(CN(C)C)cc1/C=N/O	.	i

(continued)
SMILES	Pf apPOL block	mHTT-CaM PPI inh
CCC1CCCCN1CCCNC(=O)C1CCN(c2nc3ccccc3o2)CC1 (stereo not drawn)	-12	-8
O=C(O)c1[nH]c2ccccc2c1CC(=O)N1CCN(c2ccc([N+](=O)[O-])cc2)CC1	-3	7
CCCCCC1C(=O)C[C@@H]2CCN3C(=O)CCC[C@H]1[C@H]23 (stereo partly drawn)	-4	3
CC1(C)CC(=O)C2=C(C1)N=C1c3ccccc3C(=O)C1C2c1ccc(Cl)cc1 (stereo not drawn)	-3	68*
O=C1CSC(c2ccc(Br)cc2)N1c1ccc(F)cc1F (stereo not drawn)	-2	-6
COc1ccc(N2CCN(C(=O)c3ccccc3)C(C)C2=O)cc1 (stereo not drawn)	2	3
Fc1ccc(NC(=S)Nc2ccc3cn[nH]c3c2)cc1	-4	.
Cc1ccccc1CN1C2=NC(=O)CN2c2ccccc21	-8	6
CCOC(=O)N1CCN(Cc2ccc(Br)cc2)CC1	-1	0
COc1ccc(C=NCC2OCCc3ccccc32)cc1OC (stereo not drawn)	0	-1
CCNC(=O)CN1C(=O)CCSc2ccccc21	-2	-5
CCOC(=O)N1CCN(C(=O)CSc2ccc(-c3cccs3)nn2)CC1	-5	-2
Cn1c(C(=O)NCCN2CCCCC2)cc2c1CCN(Cc1ccc(F)cc1)C2	2	47
CCCCN1C[C@H](c2ccc(Br)cc2)[C@@H](CC(=O)Nc2ccc(Br)cc2)C1=O	9	96*
CCSc1nnc(-c2nn(C)c3c2CN(C(=O)C(C)C)CC3)n1C	-3	3
COCCNc1nc(SCC(=O)Nc2cccc(C(F)(F)F)c2)nc2ccccc12	-2	67*
Cc1cc(C)c(O)c(N=Cc2cc3c(cc2[N+](=O)[O-])OCO3)c1	-2	52*
CCN(CC)CCNC(=O)c1cc(OC)c(OC)c(OC)c1	2&-2	-23&1
COc1ccc(CCn2c(SCC(=O)N3CCCC3)nc3ccsc3c2=O)cc1OC	-3	0
CC(=O)c1cccc(N2C(=O)C3C4C=CC(CO)(O4)C3C2=O)c1 (stereo not drawn)	8	-3
Cn1cccc1C(CNC(=O)c1ccc(Cl)cc1Cl)N1CCOCC1 (stereo not drawn)	-2	2
O=c1ccc2ccc(O)c(O)c2o1	17	.
Cn1cc2c3c(cccc31)CN(C(=O)Nc1ccc(Br)cc1F)CC2	-2	1
O=C(NCCN1CCC(c2cccs2)CC1)C12CC3CC(CC(C3)C1)C2	-9	-2
Cc1noc(C)c1S(=O)(=O)N(Cc1ccccc1)C(C)C	-1	.
Cc1cc(C)cc(Cn2cc(CN3CC(N4CCCCC4)CS3(=O)=O)nn2)c1 (stereo not drawn)	0	1
COc1ccc(NC(=O)CN2CCN(S(=O)(=O)N3CCCCCC3)CC2)cc1	-7	-4
CCCn1c(=O)c(-c2ccc(C(=O)NCCCN3CCCC3)cc2)nc2ccccc21	-4	1

Compounds above with a tert-butyl group (2):
SMILES	Pf apPOL block	mHTT-CaM PPI inh
CC(C)(C)NC(=O)c1ccc(-c2nc(-c3ccccc3)no2)cc1	-4	-10
CC(C)(C)C(=O)N1CCCC2(CC(c3cccnc3)=CO2)C1 (stereo not drawn)	-6	-15
